Fam108B counter = Fam108B inhibition, counter-screen for RBBP9 inhibitors; recombinant Fam108B, FP-Rh probe fluorescence polarization; inhibition, % at 9.51 µM; 300,000 compounds, 0.33% hits;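 active = inhibition above the screen mean inhibition plus 3 SD, computed separately per campaign, cut at about 18% in these data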;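 note: inhibitors lower polarization as less probe binds the enzyme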
MEX-5 binding = C. elegans MEX-5 TCR-2 RNA binding activity; AID 1832; activity score (negative = inhibition of binding), % at 10 µM; Q9XUB2; MEX-5/FITC-TCR2 RNA binding, fluorescence polarization; active compounds read low; 300,000 compounds, 0.38% hits;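 active = inhibition past about -25% in most replicates, and total fluorescence under double the plate's negative control median, limit read from the data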;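 note: 0% = DMSO and -100% = 5 µM competing unlabeled TCR2 RNA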
Target sequence (Q9XUB2 whole entry, looked up): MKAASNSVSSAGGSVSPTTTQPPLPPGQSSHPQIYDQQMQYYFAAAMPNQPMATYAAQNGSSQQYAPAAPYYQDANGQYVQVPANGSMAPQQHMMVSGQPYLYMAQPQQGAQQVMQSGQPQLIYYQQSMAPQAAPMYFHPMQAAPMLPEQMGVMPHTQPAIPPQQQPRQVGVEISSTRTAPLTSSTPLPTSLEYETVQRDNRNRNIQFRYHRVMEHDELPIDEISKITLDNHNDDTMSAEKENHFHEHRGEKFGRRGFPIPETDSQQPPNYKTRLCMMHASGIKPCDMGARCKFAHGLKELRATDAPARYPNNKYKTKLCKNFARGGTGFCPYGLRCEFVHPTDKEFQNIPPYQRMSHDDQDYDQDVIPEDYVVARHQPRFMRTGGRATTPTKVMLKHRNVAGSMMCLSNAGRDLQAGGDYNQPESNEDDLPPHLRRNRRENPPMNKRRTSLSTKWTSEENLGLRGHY
EBNA-1 inhibitor = blocks EBNA-1 binding to DNA; EBNA-1 DNA binding, fluorescence polarization; inhibition, % at 14.8 µM; 300,000 compounds, 0.34% hits; in the data active = inhibition above about 28%
Bcl-xL primary = Bcl-xL (human) inhibition | AID 2129 | 320,000 compounds, 0.7% hits | GST-Bcl-xL / FITC-Bim BH3 peptide fluorescence polarization | inhibition, % at 10.9 µM | Q07817;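 active = inhibition above the mean of all tested compounds plus 3 SD, cutoff set per campaign, cut at about 30% in these data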;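 note: 0% = DMSO wells and 100% = unlabeled Bim-BH3 peptide competitor; inhibitors lower millipolarization by displacing the labeled peptide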
GLD-1 RNA inh = GLD-1-TGE RNA interaction inhibition (C. elegans); inhibition, % at 5.96 µM; purified GLD-1 + fluorescein TGE RNA, fluorescence polarization; 320,000 compounds, 0.44% hits; Q17339;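 active = percent inhibition above a per-plate cutoff, the plate mean of test compounds plus 3 SD, cut at about 30% in these data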;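 note: 0% = DMSO wells with GLD-1 and probe and 100% = wells lacking GLD-1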
Yeast superoxide = yeast age-related superoxide inhibition as caloric restriction mimetic | superoxide response (% of plate mean), % at 10 µM | S. cerevisiae aged cells, superoxide DHE fluorescence; active compounds read low | AID 2690 | 330,000 compounds, 0.18% hits;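 active = superoxide response under a set limit, about three screen SD below normal, cut at about 65% in these data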;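 note: yeast aged for seven days with compound at 30 °C before DHE staining; 100% = average MFI of all compound-treated wells on the plate with controls excluded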
MCL1 BIM primary = MCL1-BIM-BH3 interaction inhibition (human). Q07820. GST-MCL1 / FITC-Bim-BH3 fluorescence polarization. inhibition, % at 10.9 µM. 320,000 compounds, 0.68% hits;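 active = inhibition above the mean inhibition of all tested compounds plus 3 SD, set per campaign, cut at about 40% in these data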;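 note: 0% = DMSO wells and 100% = unlabeled Bim-BH3 peptide control; higher means more loss of mP so more displacement of Bim peptide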
Target sequence (Q07820 whole entry, looked up): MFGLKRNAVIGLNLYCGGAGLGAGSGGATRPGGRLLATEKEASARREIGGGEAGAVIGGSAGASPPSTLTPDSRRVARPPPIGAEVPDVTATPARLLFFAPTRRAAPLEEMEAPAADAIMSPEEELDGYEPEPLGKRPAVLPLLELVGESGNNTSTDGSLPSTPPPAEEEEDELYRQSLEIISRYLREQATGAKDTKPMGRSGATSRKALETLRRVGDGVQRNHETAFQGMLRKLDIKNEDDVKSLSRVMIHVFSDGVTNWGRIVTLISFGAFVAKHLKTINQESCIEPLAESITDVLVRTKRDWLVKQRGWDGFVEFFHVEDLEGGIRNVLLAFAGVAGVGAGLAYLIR
ZTA counter = ZTA (EBV) inhibition in EBNA-1 counter-screen. 320,000 compounds, 0.15% hits. AID 2234. ZTA-DNA binding, fluorescence polarization. inhibition, % at 11 µM; in the data active = inhibition above about 33%
Target sequence (P03206 whole entry, looked up): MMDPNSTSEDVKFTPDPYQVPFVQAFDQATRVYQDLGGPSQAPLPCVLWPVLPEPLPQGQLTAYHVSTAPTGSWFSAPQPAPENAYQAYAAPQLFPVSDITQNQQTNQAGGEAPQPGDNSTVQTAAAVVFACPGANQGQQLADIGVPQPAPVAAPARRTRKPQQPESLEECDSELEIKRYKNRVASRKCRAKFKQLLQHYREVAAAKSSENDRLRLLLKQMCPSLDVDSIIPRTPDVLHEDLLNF
Efflux pump mplx = antifungal efflux pump inhibition, Nile Red retention; S. cerevisiae Candida pump triplex; inhibition, % at 10 µM; 330,000 compounds, 0.44% hits; AID 485275;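 active = plate passing quality check with inhibition over a set limit, or well fluorescence over plate mean plus 4 SD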;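 note: Nile Red retained in pooled yeast measured as flow cytometry median fluorescence; 0% = buffer negative control and 100% = Enniatin B positive control; higher means more Nile Red kept so more efflux inhibition; some compounds called inactive have numbers as strong as hits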
The depositor's hits bear a star; nt = not tested or not shown.

entry | mol | Efflux pump mplx | GLD-1 RNA inh | Bcl-xL primary | ZTA counter | MCL1 BIM primary | MEX-5 binding | Fam108B counter | Yeast superoxide | EBNA-1 inhibitor
1 | COc1ccc(CCNC(=O)Cc2cc(OC)c(OC)cc2Br)cc1OC | -0.3 | 3 | 2 | 5 | -1 | 1.8 | 1 | 100 | 3
2 | Cn1c(N)cc(=O)n(Cc2ccccc2)c1=O | nt | -2 | -1 | 1 | -6 | -2.8 | 6 | nt | 2
3 | CC1CC1C(=O)OCC(=O)Nc1cccc([N+](=O)[O-])c1 (stereo not drawn) | -0.1 | 9 | 2 | -14 | 1 | -3.1 | 0 | 107 | -3
4 | O=C(O)C1CCCN(C(=O)c2cccc3ccccc23)C1 (stereo not drawn) | 0.0 | 12 | 5 | 9 | 2 | -1.3 | 0 | 100 | 2
5 | CCOC(=O)c1ccccc1N1C(=O)C2Sc3[nH]c(=O)sc3C(/C=C/c3ccccc3)C2C1=O (stereo not drawn) | -0.1 | 26 | 25 | -14 | 15 | 0.5 | 6 | 91 | 2
6 | CCc1ccccc1NC(=O)C1CCCN(c2ncnc3onc(-c4ccc(F)cc4)c23)C1 (stereo not drawn) | 0.0 | 10 | 4 | 9 | 2 | 0.5 | 1 | 102 | 1
7 | CCCCn1c(N)c(N(CC(C)C)C(=O)c2ccc(-c3ccc([N+](=O)[O-])cc3)o2)c(=O)[nH]c1=O | 0.1 | -9 | -13 | -8 | -12 | 5.1 | -1 | 109 | 1
8 | COc1ccc(CC2(C)OC(c3ccc(C)c([N+](=O)[O-])c3)=NN2C(C)=O)cc1 (stereo not drawn) | -0.1 | 0 | 9 | 1 | -3 | 1.6 | 3 | 87 | 1
9 | O=C(CSc1nc2ccccc2o1)Nc1ccc(Cl)cc1 | -0.2 | 1 | 0 | 7 | 0 | -2.2 | -3 | 103 | 5
10 | CC1=C(C(=O)N2CCOCC2)C(c2ccc(Cl)cc2)NC(=S)N1 (stereo not drawn) | 0.1 | -8 | -1 | -3 | 10 | 0.5 | 2 | 97 | -3
11 | COCCCn1c(C)nnc1SCC(=O)NCc1ccco1 | 0.1 | 10 | 6 | -3 | 2 | -3.1 | 4 | 104 | -9
12 | CCCCC1=CC2=C(c3ccco3)C(=O)C(C)(OC(=O)c3ccc(OC)cc3)C(=O)C2=CN1c1ccccc1 (stereo not drawn) | 0.0 | 44* | 49* | -8 | 50* | 1.0 | 4 | 98 | 3
13 | Cc1ccc(NC(=O)C2=COCCO2)cc1S(=O)(=O)N1CCOCC1 | -0.1 | 8 | -5 | -14 | -9 | nt | nt | 83 | nt
14 | FC(F)(F)c1nnc2n1N=C(c1ccccc1)CS2 | -0.2 | 2 | 5 | -9 | 10 | 0.7 | 0 | 88 | 6
15 | Cc1cc(Nc2ccc(F)c(F)c2)nc(-c2ccccc2O)n1 | -0.1 | 5 | 5 | 0 | 6 | 1.4 | -3 | 98 | -1
16 | Cc1nn(-c2ccccc2)c(C)c1NC(=O)c1cccs1 | 0.2 | -3 | 5 | -1 | 7 | 0.9 | 1 | 103 | -5
17 | S=C(Nc1ccc(Oc2ccccc2)cc1)NC1CCCCC1 | 0.0 | 3 | 4 | 8 | 9 | 0.3 | 0 | 96 | 2
18 | O=C(COC(=O)c1cccnc1Cl)Nc1cc(S(=O)(=O)N2CCOCC2)ccc1Cl | 0.0 | 2 | 3 | -2 | 1 | nt | nt | 120 | nt
19 | COc1ccc(C(=O)NCCCOC(C)C)cc1OC1CCN(C(C)=O)CC1 | 0.1 | 9 | 2 | -5 | 2 | 0.4 | -1 | 100 | -8
20 | Cc1ccc(NC(=O)NC2CCCCC2)cc1S(=O)(=O)N1CCOCC1 | 0.1 | 3 | 6 | -12 | 0 | 1.8 | -3 | 99 | -5
21 | CCN(CC)c1ccc(NC(=O)CN2C(=O)NC3(CCc4ccccc43)C2=O)cc1 (stereo not drawn) | 0.6 | 4 | -2 | -14 | 3 | nt | nt | 96 | nt
22 | CC(=O)Nc1ccc(-c2ccc(NC(C)=O)cc2)cc1 | -0.3 | -6 | 4 | 9 | -2 | 2.9 | 0 | 104 | -4
23 | CC(C)C(=O)NC(c1ccc([N+](=O)[O-])cc1)c1c(O)ccc2ccccc12 (stereo not drawn) | -0.2 | 6 | -9 | -17 | -5 | 1.4 | -4 | 100 | 6
24 | Cc1ncc([N+](=O)[O-])n1CC(=O)NC1CCCCCC1 | -0.1 | -1 | 5 | -2 | 6 | 0.7 | 7 | 101 | 3
25 | COc1cccc(C(=S)N2CCOCC2)c1OS(=O)(=O)c1ccc(Cl)cc1 | 2.3 | -5 | -2 | 5 | 0 | 0.7 | 0 | 98 | -4
26 | O=C(/C=C/c1ccc[nH]1)c1ccccc1 | 0.0 | -10 | -3 | 7 | -2 | -1.3 | -2 | 103 | -7
27 | COc1ccccc1CNC(=O)CSc1nc(-c2ccccc2)cn1N | -0.1 | -5 | -1 | -5 | 0 | -0.8 | -2 | 90 | -12
28 | COc1ccccc1-c1noc(-c2cc(OC)c(OC)c(OC)c2)n1 | -0.1 | 7 | 1 | 17 | -6 | -1.9 | 0 | 109 | 10
29 | O=C(Nc1ncccc1O)c1cccc(S(=O)(=O)NCc2ccccc2)c1 | 0.0 | 1 | 4 | 3 | 3 | 0.4 | 4 | 100 | 0
30 | O=C(Nc1ccccn1)C1CCCN1S(=O)(=O)c1ccc(Cl)cc1 (stereo not drawn) | -0.1 | 7 | 7 | 8 | 0 | 2.6 | -4 | 106 | 10
31 | CCn1c(-c2cc(Br)cc(OC)c2O)nc2cc(S(=O)(=O)N(C)C)ccc21 | 0.3 | -3 | 8 | 0 | 9 | 0.4 | -2 | 98 | -6
32 | COc1ccc(Cl)cc1S(=O)(=O)N(C)CC(=O)N1CCOCC1 | -0.1 | -4 | 8 | -11 | 2 | -2.8 | -2 | 96 | 6
33 | COc1cccc(Cn2c(=O)ccc3ccccc32)c1 | -0.1 | 1 | 1 | 7 | 1 | 0.4 | -1 | 89 | 0
34 | Cn1ncc([N+](=O)[O-])c1C(=O)Nc1cccc(Cl)c1 | 0.2 | 6 | 0 | 9 | 7 | 0.8 | -2 | 97 | 0
35 | O=C(OCc1nnc(-c2ccccc2)o1)c1ccc(Br)o1 | -0.1 | 6 | 5 | -13 | 2 | 0.1 | 4 | 94 | -7
36 | CC(=O)c1cccc(NC(=O)NCc2ccco2)c1 | 0.1 | 5 | 6 | 1 | 8 | 0.9 | 1 | 112 | 4
37 | Cc1ccc(N=Nc2c(N)nn3c(N)c(C#N)c(C)nc23)cc1 | 0.1 | 0 | 10 | 18 | 33 | 0.0 | 2 | 117 | 0
38 | CN1CCN(CC(=O)Nc2nc(-c3c[nH]c4ccccc34)cs2)CC1 | 0.0 | -1 | 6 | 2 | 6 | -5.1 | -3 | 106 | -15
39 | Cc1sc2nc(SCC(=O)Nc3ccccc3F)[nH]c(=O)c2c1C | -0.2 | -1 | 0 | 1 | -3 | 0.9 | 0 | 109 | 30*
40 | CCOCCCNC(=O)c1ccc2c(=O)n(Cc3ccc4c(c3)OCO4)c(=S)[nH]c2c1 | -0.1 | 3 | -4 | 2 | -11 | 0.3 | 0 | 117 | 7
41 | Cc1ccccc1CSCC(=O)Nc1ccccc1-c1ccccc1 | -0.1 | 2 | 0 | -3 | -1 | 1.3 | 3 | 80 | 9
42 | S=C(c1ccc(Br)cc1)N1CCCC1 | 0.2 | 4 | 1 | -2 | 6 | 0.4 | 11 | 118 | 3
43 | Cn1c(-c2ccc(F)c(F)c2)cc2onc(-c3ccccc3)c2c1=O | -0.1 | 0 | 0 | 1 | 0 | nt | -1 | 97 | 6
44 | CCC(Oc1ccccc1)C(=O)N(Cc1ccccc1)c1ccccn1 (stereo not drawn) | 0.9 | 0 | 5 | -7 | 0 | 0.3 | 7 | 99 | -6
45 | Cc1nc(CC(=O)O)c(-c2ccccc2)s1 | 0.1 | -6 | 5 | -4 | -3 | 1.4 | -3 | 94 | 3
46 | CC(=O)N1CCc2cc(NC(=O)c3ccc(C)cc3)ccc21 | 0.2 | -7 | 2 | 16 | -4 | nt | -2 | 102 | 0
47 | Cc1cc(C(=O)N/N=C/c2cccs2)no1 | -0.2 | 5 | 3 | -18 | 7 | 2.3 | 12 | 77 | -5
48 | Cc1ccc(C2CC(c3ccccc3OC(F)F)Nc3ncnn32)cc1 (stereo not drawn) | 0.0 | -1 | 12 | -10 | 3 | 1.4 | -4 | 91 | -6
49 | CN1CCC(N(C)S(=O)(=O)c2ccc(NC(=O)COc3cccc(C(F)(F)F)c3)cc2)CC1 | 0.0 | 0 | -6 | 0 | -7 | -0.7 | 1 | 74 | 2
50 | O=C(CSc1nnc(NC(=O)C2CC2)s1)NCc1ccccc1Cl | 0.0 | 5 | 0 | -9 | -4 | 0.4 | -1 | 103 | -8
51 | Cc1ccc(CNC(=O)C2CC(c3ccc(C(F)(F)F)cc3)=NO2)o1 (stereo not drawn) | -0.1 | -5 | 5 | -12 | 1 | 0.0 | 0 | 98 | -8
52 | c1ccc(-c2cn(CC3CCCCC3)nn2)cc1 | -0.3 | -6 | 7 | -10 | 9 | 1.0 | 2 | 104 | 8
53 | CCCCN1C(=O)N(C)C2NC(=S)NC21 (stereo not drawn) | 0.0 | 1 | 4 | -4 | 8 | 0.2 | 0 | 93 | -4
54 | COc1cc(-c2nnc(NC(=O)CS(=O)(=O)c3ccc(C)cc3)o2)cc(OC)c1OC | -0.1 | 0 | 0 | -8 | 2 | 1.5 | -2 | 91 | 0
55 | CCC(Oc1ccccc1)C(=O)NCCOC (stereo not drawn) | -0.1 | 2 | 5 | 10 | 15 | 0.1 | 3 | 100 | -1
56 | CCOC(=O)C1=C(C)Nc2nc3ccccc3n2C1c1ccccc1 (stereo not drawn) | -0.1 | 9 | 4 | -22 | 5 | -2.1 | 6 | 98 | 4
57 | Cc1cccc(NCc2ccc(O)c3ncccc23)c1C | 0.0 | 5 | 16 | 7 | 15 | 1.0 | 0 | 98 | -2
58 | O=C(N/N=C\c1cn(-c2ccccc2)nc1-c1ccccc1)c1ccc2c(c1)OCO2 | 0.1 | -1 | -2 | -5 | 6 | 0.0 | -21 | 76 | -3
59 | Cn1c(=O)c2c(nc(N3CCN(c4ccccn4)CC3)n2Cc2ccc(Cl)cc2Cl)n(C)c1=O | -0.1 | -4 | 4 | -4 | 6 | 1.1 | 2 | 107 | 2
60 | CC(=O)N(C1=C(Cl)C(=O)c2ccccc2C1=O)c1ccc(C(=O)O)cc1 | 0.0 | 5 | 20 | 11 | 22 | 1.5 | 8 | 131 | -2

Going on with the list:
entry | mol | Efflux pump mplx | GLD-1 RNA inh | Bcl-xL primary | ZTA counter | MCL1 BIM primary | MEX-5 binding | Fam108B counter | Yeast superoxide | EBNA-1 inhibitor
61 | Cc1nc(SCC(=O)c2ccccc2)n[nH]1 | 0.1 | 8 | -4 | 2 | -7 | 7.5 | 3 | 96 | -5
62 | O=c1[nH]c(C2CCCN(S(=O)(=O)c3ccccc3)C2)nc2c1nnn2Cc1ccccc1Br (stereo not drawn) | -0.2 | -3 | 3 | 2 | -3 | 0.1 | 5 | 99 | 0
63 | Cc1cccc(/C=C2\CS/C(=C\c3cccc(C)c3)C2=O)c1 | -0.3 | 0 | -7 | 8 | -6 | 0.0 | 0 | 83 | 3
64 | COC(=O)c1ccc(CSc2ccc(S(=O)(=O)N3CCCCC3)cn2)cc1 | -0.1 | 2 | -5 | 4 | -9 | nt | nt | 88 | nt

Single records, as listed above. Values in the order: Efflux pump mplx, GLD-1 RNA inh, Bcl-xL primary, ZTA counter, MCL1 BIM primary, MEX-5 binding, Fam108B counter, Yeast superoxide, EBNA-1 inhibitor
Cc1cccc(/C=C2\CS/C(=C\c3cccc(C)c3)C2=O)c1 as listed: -0.3, 0, -7, 8, -6, 0.0, 0, 83, 3
Cc1nc(SCC(=O)c2ccccc2)n[nH]1 as listed: 0.1, 8, -4, 2, -7, 7.5, 3, 96, -5

Compound activity deposited in PubChem by several laboratories.
